Screening results (PubChem BioAssay)
Cycloheximide cs = Cycloheximide Counterscreen for Small Molecule Inhibitors of Shiga Toxin; AID 2314, 2010; 300,000 tested, 12% active; max response, %; cell reporter, cycloheximide protein synthesis inhibition counterscreen; in the data active means max response mostly above about 13%, no sharp cut-off; inactive means mostly below about 14%; further: read at 38.3 µM for the half of the compounds with a filed dose; 0% is about no effect
AmpC inh no detg = qHTS Inhibitors of AmpC Beta-Lactamase (assay without detergent); AmpC nitrocefin hydrolysis, absorbance 480 nm, 0.0001% Triton; 330,000 tested, 0.52% active; AID 485341, 2010; Potency, µM (highest dose often 57.1 µM), for the others: top-dose activity change, negative = inhibition, actives largely listed as inhibitors; P00811;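 further: potency means the concentration at half of the fitted maximal effect; plate controls were no compound for no effect and no enzyme for full effect; nearly all actives have a fitted effect of over 20% in size; some results filed as inactive show a strong effect at the top dose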
Target sequence (P00811 whole entry, looked up): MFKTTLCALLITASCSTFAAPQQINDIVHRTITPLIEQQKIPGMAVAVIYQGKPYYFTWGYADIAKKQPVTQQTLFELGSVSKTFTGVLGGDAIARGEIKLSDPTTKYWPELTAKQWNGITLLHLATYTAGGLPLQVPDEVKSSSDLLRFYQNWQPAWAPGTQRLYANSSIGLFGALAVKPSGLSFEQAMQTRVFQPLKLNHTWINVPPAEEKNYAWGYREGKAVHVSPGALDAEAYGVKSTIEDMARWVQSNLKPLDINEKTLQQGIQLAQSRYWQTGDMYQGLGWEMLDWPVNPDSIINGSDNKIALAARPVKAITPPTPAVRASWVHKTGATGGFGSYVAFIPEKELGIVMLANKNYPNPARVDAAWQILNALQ
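20 mM phosphate pH 7.0 + 0.01% (detergent screen) or 0.0001% Triton X-100; 5.3 nM AmpC reagent; cpd preinc 15 min RT; nitrocefin (800 uM stock) to start; A480 q20 s × 4 min; Activity was normalised to no-enzyme and no-compound control wells.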
FBPA Giardia inh = qHTS Assay for Inhibitors of Fructose-1,6-bisphosphate Aldolase from Giardia Lamblia | A8B2U2 | purified Giardia FBPA | Potency, µM (top dose mostly 59.6 µM), without a hit: at the top dose activity, negative = inhibition, hits mostly inhibitors | 290,000 tested, 0.71% active; further: potency means the concentration at half of the fitted maximal effect; on the % scale 0 is the no-effect control and ±100 the full control effect; nearly all actives have a fitted effect of over 55% in size
Target sequence (A8B2U2 whole entry, looked up): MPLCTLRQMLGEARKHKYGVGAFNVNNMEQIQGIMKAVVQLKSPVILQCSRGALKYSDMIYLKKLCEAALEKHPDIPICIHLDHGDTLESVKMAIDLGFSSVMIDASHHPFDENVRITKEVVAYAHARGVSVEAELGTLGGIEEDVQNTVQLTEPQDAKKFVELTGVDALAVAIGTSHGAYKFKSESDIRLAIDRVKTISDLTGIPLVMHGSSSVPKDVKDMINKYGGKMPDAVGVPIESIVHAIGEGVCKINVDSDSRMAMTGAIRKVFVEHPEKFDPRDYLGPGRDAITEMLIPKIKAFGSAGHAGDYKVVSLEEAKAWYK
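Giardia FBPA (40 nM reagent) was preincubated 10 min at RT with compound (up to 57.5 uM final), then substrate plus GAPDH/TPI/NAD/arsenate coupling system with diaphorase/resazurin was added; resorufin fluorescence (525/598 nm) was read after 20 min.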
HCMV inh = qHTS Assay for inhibitors of the human cytomegalovirus (HCMV); HFF cells, HCMV-luciferase reporter, 72 h; stronger effect = lower value; activity change, negative = inhibition, % at 57.5 µM; 410,000 tested, 4.5% active; in the data active means activity change below about -60%; inconclusive means no clear call, values can overlap the other calls; inactive means above about -39%; further: on the % scale 0 is the no-effect control and ±100 the full control effect
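Two compound doses tested in HFFs infected with HCMV-luciferase, MOI 1 PFU/cell, 72 h at 37C. Lysate luminescence read with OneGlo; data normalized against buffer-only and 10uM Salinomycin inhibitor controls.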
AmpC detergent = qHTS Inhibitors of AmpC Beta-Lactamase (assay with detergent); 370,000 tested, 0.041% active; Potency, µM (series often up to 114 µM), inactives show top-dose activity change, negative = inhibition, hits mostly inhibitors; AmpC hydrolysis of nitrocefin, absorbance 480 nm, 0.01% Triton; AID 485294, 2010; P00811;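 further: potency means the concentration at half of the fitted maximal effect; 0% = no-compound wells and -100% = no-enzyme wells; nearly all actives have a fitted effect of over 25% in size; some results filed as inactive show a strong effect at the top dose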
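20 mM phosphate pH 7.0 + 0.01% (detergent screen) or 0.0001% Triton X-100; 5.3 nM AmpC reagent; cpd preinc 15 min RT; nitrocefin (800 uM stock) to start; A480 q20 s × 4 min; Activity was normalised to no-enzyme and no-compound control wells.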
Shiga inhibitor = A qHTS for Small Molecule Inhibitors of Shiga Toxin | Vero cells, Shiga toxin protein synthesis inhibition reporter | inhibition, % at 38.7 µM | 290,000 tested, 9.2% active; in the data active means inhibition mostly above about 28%, no sharp cut-off; inactive means mostly below about 43%; further: 0% is about no effect
AMA1-RON2 inh = qHTS for Inhibitors of AMA1-RON; Towards Development of Antimalarial Drug Lead: Primary Screen | AlphaScreen AMA1-biotinylated RON2 peptide binding | Plasmodium falciparum AMA1 (3D7) - RON2 peptide interaction | 360,000 tested, 0.2% active | AID 720542, 2013 | Potency, µM (top dose mostly 58.2 µM), without a hit: top-dose activity change, negative = inhibition, actives largely listed as inhibitors;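 further: potency means the concentration at half of the fitted maximal effect; 0% = vehicle wells and -100% = peptide control; nearly all actives have a fitted effect of over 45% in size; some results filed as inactive show a strong effect at the top dose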
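AMA1 (3D7) with his tag at 25 nM final met compounds first, then biotinylated RON2 peptide at 25 nM; detection used donor plus acceptor beads, 10 µg/mL apiece, read by AlphaScreen after 30 min at room temperature.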
Active calls of the source: *; ? = inconclusive; nt = not tested or not shown; & = joins results of further samples; [ ] = dose if it differs, or a comment. Unless noted, the call rests on the fitted dose curve; in most records, active means well fitted curve in the direction sought with a large enough effect; inconclusive means small, poorly fitted or top-dose-only effect, or another doubt; inactive means no such curve, though single readings can be large; an effect the other way counts as inactive or inconclusive.

SMILES	AmpC detergent	HCMV inh	FBPA Giardia inh	AMA1-RON2 inh	Cycloheximide cs	Shiga inhibitor	AmpC inh no detg
CCc1nnc(NC(=O)CCc2c[nH]c3ccccc23)s1	4.5%	7.7	-0.1%	-10.2%	6.7	5.9	-35.0%
O=C1CCC/C(=N\NC(=O)c2ccc(COc3ccccc3-c3ccccc3)cc2)C1	-14.6%	?	-11.5%	69.6%[activator]	10.2	-5.5	-3.3%[11.4 µM]
Cc1ccc(S(=O)(=O)N2CCC(C(=O)NC3CC(C)(C)NC(C)(C)C3)CC2)cc1C	1.2%	24.6	15.6%	-6.6%	-1.7	3.9	6.6%
COc1ccccc1-c1nc(C#N)c(N2CCN(c3cccc(Cl)c3)CC2)o1	?	6.5	-2.3%	-7.0%	-3.1	-1.0	3.8%
COc1ccc(CCNC(=O)CCC(=O)Nc2ccc3nc(N4CCN(C)CC4)cc(C)c3c2)cc1OC	-0.4%	4.2	-0.4%	22.4%	1.5	-8.9	35.1%
COc1cccc(-c2nc(NC(C)C)c3ccccc3n2)c1O	-7.1%	-14.7	-10.2%	-21.4%	-3.7	-6.3	-10.9%
CC12CCC(C(=O)N(NC(=O)c3ccc(O)cc3)C1=O)C2(C)C (stereo not given)	-13.4%	-11.0	2.4%	-2.6%	-0.5	-11.8	-26.6%
CCC(CC)C(=O)N1CCN(Cc2nc3ccccc3c(=O)[nH]2)CC1	-4.5%	-7.4	0.3%	3.2%	-7.1	-5.5	57.8%
CCOCCCNC(=O)C1CCC(CNS(=O)(=O)c2ccc(Cl)cc2)CC1 (stereo not given)	6.6%	36.3	9.1%	4.9%	-3.3	-8.6	31.4%
COc1cc(NC(=O)C2CC2)c(OC)cc1NC(=O)CCC(=O)NC1CCN(Cc2ccccc2)CC1	-3.6%	21.1	-0.6%	23.6%	-1.1	-9.3	-7.4%
N#Cc1nccnc1N1CCN(C(=O)Nc2ccccc2)CC1	-0.8%	-12.8	-1.5%	10.0%	-0.8	-13.7	-15.3%
COc1ccc(N2CCN(C(=O)CSc3nnc4c5cc(C)ccc5n(C)c4n3)CC2)cc1	?	13.7	-0.3%	8.0%	14.0	-17.3	-11.9%
O=C(O)c1cc2cc(F)ccc2[nH]1	9.0%&-10.8%	41.3	19.7%&7.1%&3.1%&15.1%	-11.6%	2.5&-1.7	-3.7&22.9	-43.8%&-38.8%
COc1ccc(C(=O)CSc2nnc3ccc(-c4ccccn4)nn23)cc1	4.9%	17.6	4.0%	-1.6%	5.1	8.5	-19.2%
O=C(/C=C1\SC(=O)N(CC(=O)Nc2ccc(F)cc2)C1=O)Nc1ccc(Cl)cc1	4.8%	24.2	3.5%	4.0%[2.32 µM]	31.7*	85.9*	-12.2%
Cc1ccc(-n2nc3c(c2NC(=O)C(C)(C)C)CSC3)c(C)c1	-0.1%	12.7	-2.5%	-6.0%	13.8	-13.9	-33.8%
O=C(CCCOc1ccc(Cl)cc1Cl)N1CCN(c2ccccn2)CC1	?	21.3	-6.5%	-8.1%	-1.6	27.1	143.3%[activator]
CC(C)(C)c1nnc(N/N=C/c2cc(Br)ccc2O)n(N)c1=O	7.1%	-101.2*	5.4%	-12.5%	-5.5	-9.1	-32.0%
O=C(OCC(=O)c1c[nH]c2ccccc12)c1ccc(Br)o1	-6.1%	126.2	-1.6%	-5.9%	26.1*	110.7*	-49.7%
O=C(N/N=C/c1c[nH]c2ccccc12)c1cc(-c2cccc3ccccc23)n[nH]1	-10.4%	-33.3	0.3%	65.1%[activator]	18.6*	27.0	-20.0%

Complete entries, quoted from the list. Order of screens: AmpC detergent, HCMV inh, FBPA Giardia inh, AMA1-RON2 inh, Cycloheximide cs, Shiga inhibitor, AmpC inh no detg
CCc1nnc(NC(=O)CCc2c[nH]c3ccccc23)s1 reads 4.5%, 7.7, -0.1%, -10.2%, 6.7, 5.9, -35.0%
COc1cc(NC(=O)C2CC2)c(OC)cc1NC(=O)CCC(=O)NC1CCN(Cc2ccccc2)CC1 reads -3.6%, 21.1, -0.6%, 23.6%, -1.1, -9.3, -7.4%
O=C(N/N=C/c1c[nH]c2ccccc12)c1cc(-c2cccc3ccccc23)n[nH]1 reads -10.4%, -33.3, 0.3%, 65.1%[activator], 18.6*, 27.0, -20.0%
COc1cccc(-c2nc(NC(C)C)c3ccccc3n2)c1O reads -7.1%, -14.7, -10.2%, -21.4%, -3.7, -6.3, -10.9%

New compounds follow.
SMILES	AmpC detergent	HCMV inh	FBPA Giardia inh	AMA1-RON2 inh	Cycloheximide cs	Shiga inhibitor	AmpC inh no detg
N#Cc1c(N)n(CCc2ccc(F)cc2)c2nc3ccccc3nc12	-16.7%	-68.9*	-26.6%	23.9%	-3.5	-1.7	-24.0%
CC1(C)Oc2ccc3ccc(=O)oc3c2C[C@H]1O[C@@H]1O[C@H](CO)[C@@H](O)[C@H](O)[C@H]1O	nt	2.9	nt	-4.3%	nt	nt	-8.1%
C#CCOCCOCCOCCNc1nc(N2CCN(C(=O)[C@H](CCCCN)n3cc([C@@H](N)[C@H](C)CC)nn3)CC2)nc(N2CCN(C(=O)[C@H](CCCCN)n3cc([C@@H](N)CC(N)=O)nn3)CC2)n1	nt	10.6	nt	32.6%[activator]	nt	nt	11.0%
CC(=O)OC1CC(OC2C(O)CC(OC3C(O)CC(OC4CCC5(C)C(CCC6C5CC(O)C5(C)C(C7=CC(=O)OC7)CCC65O)C4)OC3C)OC2C)OC(C)C1OC1OC(CO)C(O)C(O)C1O (stereo not given)	nt	-100.1*	14.9%	13.9%	-8.5	-20.5	nt
COc1ccc(C2CC(c3ccc(Cl)cc3)n3nc(N)nc3N2)cc1 (stereo not given)	-10.2%	-6.6	7.5%	9.8%	-0.8	-7.0	13.9%
CSc1ccccc1NC(=O)CSCc1nc2sc(C)c(C)c2c(=O)[nH]1	?	-22.1	nt	2.6%	nt	nt	71.2%[activator]
Cn1c(C(=O)N2CCCC(C(=O)c3ccc(C(F)(F)F)cc3)C2)cc(=O)n(C)c1=O (stereo not given)	-0.1%	-32.1	-0.6%	-8.4%	7.7	32.5	29.7%
C#CCN1CCN(c2ccc(F)cc2)CC1	0.7%	17.4	3.0%	5.1%	-3.0	-6.1	-7.8%
COc1ccc(N(C(=O)CNC(=O)c2cccs2)C(C(=O)NCC2CCCO2)c2ccccc2)cc1OC (stereo not given)	-0.9%	-31.9	5.4%	-5.8%	-1.3	-1.0	6.8%
COc1ccccc1NS(=O)(=O)c1ccc(O)c(C(N)=O)c1	-5.1%	-1.6	2.3%	4.3%	11.3	31.2	?
COc1ccc(CC(=O)NNS(=O)(=O)c2ccc(F)cc2)cc1	-8.7%	-6.2	1.2%	4.3%	-3.5	-7.1	-8.8%
O=C(NCc1nnc(SCC(=O)N2CCCCC2)o1)c1ccc(F)cc1	?	-84.9*	nt	-15.9%	-2.8	-9.0	0.3%
C[C@H](NC(=O)C1CCN(S(=O)(=O)c2ccccc2)CC1)C(=O)NCc1cccc(C(F)(F)F)c1	2.8%	-6.1	nt	-6.1%	5.2	-3.1	114.3%[activator]
COc1oc(=O)c2cc(N)ccc2c1Cl	nt	nt	-0.5%	nt	61.7*	71.5*	nt
O=C(C[C@@H]1C/C=C/CC[C@@H](Cc2ccc(F)cc2)C(=O)OCCNC1=O)N[C@H](CO)Cc1ccccc1	nt	-4.3	nt	4.5%	nt	nt	251.6%[activator]
COc1cc(OC)c2c(C)cc(=O)oc2c1	-12.5%	-34.9	-1.6%	-1.1%	-2.1	37.5	-2.3%
CC1CN(C(=O)CN2C(=O)NC3(CCCCCCC3)C2=O)CC(C)O1 (stereo not given)	7.7%	34.0	2.6%	13.1%	3.9	2.3	-16.7%
COc1cc(CNC(=O)c2nc(Cn3nc(C)c(Br)c3C)no2)cc(OC)c1	2.1%	-17.9	-1.7%	0.0%	-6.7	8.8	100.9%[activator]
COCc1c(C(=O)Nc2ccc(Cl)cc2F)oc2ccccc12	7.5%	14.8	-2.2%	4.2%	29.3*	185.4*	-25.5%
CCC1Sc2ccc(S(=O)(=O)CCC(=O)Nc3ccc(NC(C)=O)cc3)cc2NC1=O (stereo not given)	1.1%	-16.0	3.3%	1.7%	7.2	-2.2	-19.4%
O=C(CCNS(=O)(=O)c1ccccc1C(F)(F)F)NNC(=O)c1csc(N2CCOCC2)n1	-7.7%	0.1	nt	84.7%[activator]	nt	nt	-15.1%
CSCCC(NC(=O)c1cccc([N+](=O)[O-])c1)c1nc2ccccc2[nH]1 (stereo not given)	-2.5%	2.1	-0.7%	8.8%	-7.0	-6.9	20µM*
c1ccc(CCNc2ncnc3ccccc23)cc1	-7.7%	-89.3*	-0.5%	7.8%	49.4*	56.9	-18.5%
CCOc1cccc(C(=O)NNC(=O)C2C3C=CC(C3)C2C(=O)O)c1 (stereo not given)	4.0%	40.7	nt	14.4%	19.6*	28.3	-24.3%
Cc1cc(C)cc(N2C(N)=NC(N)=NC2c2cccc(Cl)c2)c1 (stereo not given)	-1.7%	-24.5	-13.2%	-1.0%	-1.1	-4.1	-4.7%
Cc1cc(C)c2sc(NNC(=O)c3ccc(S(=O)(=O)N4CCc5ccccc5C4)cc3)nc2c1	-19.1%	-105.8*	?	38.0%[activator]	-1.0	-4.4	3.55µM*
C=C(C)CN1C(=O)C(O)(CC(=O)c2ccc3c(c2)OCCO3)c2ccccc21 (stereo not given)	?	-39.9	-1.4%	-6.2%	-3.6	-7.2	-6.8%
Cc1ccc(Cn2nc(C)c(NC(=O)c3cc(C)no3)c2C)cc1	-16.2%	19.6	2.2%	-4.7%	-3.8	10.6	-7.7%
CC1CCCC(C)N1C(=O)Cn1c(=O)sc2ccccc21 (stereo not given)	?	-7.9	4.1%	19.6%	-1.0	-8.9	0.0%
COc1cc(C(=O)N(C)Cc2cccc(OC)c2OC)ccc1OCC(=O)Nc1cccc(C(F)(F)F)c1	?	-86.1*	nt	1.7%	nt	nt	224.1%[activator]
COc1cccc(OCC(O)CN2CCN(c3ncccn3)CC2)c1 (stereo not given)	-5.6%	-33.0	4.7%	6.5%	-4.0	15.7	-33.7%
CC(C)CCN(C(=O)c1ccc(Br)cc1)c1c(N)n(Cc2ccccc2)c(=O)[nH]c1=O	4.2%	-1.4	nt	-8.5%	nt	nt	-18.2%
CCc1noc(C)c1C(=O)N1CCCC(N2CCN(c3ccccc3F)CC2)C1 (stereo not given)	0.0%	-22.2	nt	1.2%	1.1	-40.3	26.1%
